Screening results (PubChem BioAssay)
TexasRed fluor – Total Fluorescence Counterscreen for Inhibitors of the Interaction of Thyroid Hormone Receptor and Steroid Receptor Coregulator 2 | TRb/SRC2 Texas Red total fluorescence interference | Potency, µM (titrated, usually from 106 µM), for inactives: at the highest dose fluorescence change, negative = quenching | 0.29% of 280,000 active; active = well fitted curve in either direction with a large enough effect; inconclusive = small, poorly fitted or top-dose-only effect; note: potency is the fitted concentration of half-maximal effect; % is set by controls: 0 for no effect and ±100 for the full control effect
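Human TRb ligand-binding domain at 0.6 uM with 20 nM Texas Red SRC2 peptide in Tris buffer containing 1 uM T3 and 5% DMSO, incubated with compound 5 h at ambient temperature. Total fluorescence (555/632 nm) calculated as parallel + 2 × perpendicular.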
TRb SRC2 PPI – qHTS for Inhibitors of the Interaction of Thyroid Hormone Receptor and Steroid Receptor Coregulator 2 | TRbeta-SRC2 peptide binding, fluorescence polarization; receptor liganded with 1 µM T3 | Thyroid hormone receptor beta (Homo sapiens), P10828 | 0.065% of 280,000 active | Potency, µM (doses to about 106 µM), inactives show at the top dose activity change, negative = inhibition, hits mostly inhibitors | AID 1469, 2008;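 note: potency is the fitted concentration of half-maximal effect; plate controls were bound peptide for no effect and peptide without receptor for full effect; nearly all actives have a fitted effect of over 50% in size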
Target sequence (P10828 whole entry, looked up): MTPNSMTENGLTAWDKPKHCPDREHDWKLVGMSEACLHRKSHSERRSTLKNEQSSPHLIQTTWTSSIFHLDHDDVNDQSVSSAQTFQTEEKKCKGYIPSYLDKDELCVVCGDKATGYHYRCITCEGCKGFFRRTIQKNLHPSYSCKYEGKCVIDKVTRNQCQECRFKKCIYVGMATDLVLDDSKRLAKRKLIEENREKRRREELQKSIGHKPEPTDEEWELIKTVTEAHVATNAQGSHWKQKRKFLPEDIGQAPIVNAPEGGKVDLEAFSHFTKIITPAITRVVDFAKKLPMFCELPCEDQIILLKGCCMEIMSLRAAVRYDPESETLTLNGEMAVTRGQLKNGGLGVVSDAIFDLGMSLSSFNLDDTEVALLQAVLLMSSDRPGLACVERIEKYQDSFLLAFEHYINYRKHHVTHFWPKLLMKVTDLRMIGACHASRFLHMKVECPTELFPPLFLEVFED
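A fluorescence polarization screen tested compounds at multiple concentrations against complex formation between 0.6 uM TRb ligand-binding domain and 20 nM Texas Red SRC2 peptide, with 1 uM T3 present; readout after 5 hr.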
CBFb-RUNX1 inh – qHTS Assay for Compounds Blocking the Interaction Between CBF-beta and RUNX1 for the Treatment of Acute Myeloid Leukemia | Runt-related transcription factor 1 (Homo sapiens) + Core-binding factor subunit beta … | AlphaScreen CBFb-His/RUNX1-biotin binding, biochemical | Potency, µM (series often up to 59.8 µM), for inactives: at the top dose activity, negative = inhibition, actives largely listed as inhibitors | 230,000 tested, under 10 active; note: % of control where 0% means no effect
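Proteins preincubated together for 20 min at RT before compound addition; 15 min later, nickel and streptavidin beads were added and left 90 min prior to AlphaScreen measurement.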
NPSR antagonist – qHTS Assay for Antagonists of the Neuropeptide S Receptor: cAMP Signal Transduction; CHO-NPSR cells, cAMP TR-FRET, antagonist mode; Potency, µM (doses to about 38.3 µM), inactives show at the top dose activity change, negative = inhibition, usual class: inhibitors; 1% of 220,000 active; note: potency is the fitted concentration of half-maximal effect; % is set by controls: 0 for no effect and ±100 for the full control effect; nearly all actives have a fitted effect of over 50% in size; many of its hits are not listed in these tables
GLA spleen mod – qHTS Assay for Inhibitors and Activators of Human alpha-Galactosidase From Spleen Homogenate | Alpha-galactosidase A (Homo sapiens), P06280 | human spleen homogenate, 4MU-alpha-Gal fluorescence, 40 min | Potency, µM (series often up to 80 µM), for inactives: at the highest dose activity change, negative = inhibition, actives largely listed as inhibitors | 0.008% of 240,000 active | AID 2107, 2009;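 note: potency is the fitted concentration of half-maximal effect; 0% = enzyme with vehicle and -100% = no enzyme basal signal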
Target sequence (P06280 32-429 limits assumed): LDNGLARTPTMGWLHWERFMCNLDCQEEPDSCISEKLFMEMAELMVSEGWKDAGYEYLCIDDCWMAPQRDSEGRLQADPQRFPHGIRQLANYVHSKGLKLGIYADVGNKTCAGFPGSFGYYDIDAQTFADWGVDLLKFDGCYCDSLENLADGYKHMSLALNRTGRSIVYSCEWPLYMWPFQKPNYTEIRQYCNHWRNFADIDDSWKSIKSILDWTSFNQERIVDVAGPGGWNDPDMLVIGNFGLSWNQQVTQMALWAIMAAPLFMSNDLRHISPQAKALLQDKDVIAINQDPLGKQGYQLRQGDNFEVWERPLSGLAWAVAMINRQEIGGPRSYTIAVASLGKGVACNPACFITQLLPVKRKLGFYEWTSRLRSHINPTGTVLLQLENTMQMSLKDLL
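qHTS titration in buffer at pH 5.0. Alpha-galactosidase activity in spleen homogenate was measured via 4-methylumbelliferone release from 1 mM fluorogenic substrate after 40 min at 37C and a pH 10 stop. AC50 came from Hill fits of control-normalized data.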
Epigenetic reg – Quantitative High-Throughput Screen for Regulators of Epigenetic Control | 0.2% of 280,000 active | Potency, µM (series often up to 53.9 µM), inactives show top-dose GFP activation, hits mostly activators | murine LDR cells, GFP reporter derepression, 30 h; note: potency is the fitted concentration of half-maximal effect; % of control where 0% means no effect; nearly all actives have a fitted effect of over 60% in size
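Murine LDR cells bearing a silenced CMV-driven GFP reporter were exposed to compound for 30 h at 37 C. After PBS washes, GFP-positive cells (20-120 um objects) counted by laser-scanning microplate cytometry.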
Tau fibril FP – qHTS for Inhibitors of Tau Fibril Formation, Fluorescence Polarization; Microtubule-associated protein tau (Homo sapiens), P10636; K18 P301L tau heparin fibrillization, Alexa594 FP, 6 h; Potency, µM (series often up to 57.7 µM), without a hit: at the top dose activity, negative = inhibition, actives largely listed as inhibitors; 0.39% of 280,000 active; note: potency is the fitted concentration of half-maximal effect; % is set by controls: 0 for no effect and ±100 for the full control effect; nearly all actives have a fitted effect of over 55% in size
Target sequence (P10636 561-689 P618L limits assumed): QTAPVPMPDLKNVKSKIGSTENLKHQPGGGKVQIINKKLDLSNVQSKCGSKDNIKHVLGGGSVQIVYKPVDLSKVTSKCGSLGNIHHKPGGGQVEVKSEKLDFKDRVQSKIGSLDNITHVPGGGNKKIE
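Recombinant K18 P301L […], labeled with Alexa 594 at 0.24 uM over 15 uM unlabeled; heparin inducer 20 uM final; 37 C, 6 hr; FP endpoint.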
Tau fluor counter – Counterscreen qHTS for Inhibitors of Tau Fibril Formation, Fluorescence Polarization; Potency, µM (series often up to 57.7 µM), inactives show at the highest dose activity change, negative = decrease; tau K18 P301L (four-repeat tau fragment) Alexa594 fluorescence, heparin fibrillization; 0.93% of 280,000 active; AID 1463, 2008; note: potency is the fitted concentration of half-maximal effect; % is set by controls: 0 for no effect and ±100 for the full control effect; nearly all actives have a fitted effect of over 55% in size
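Human K18 P301L tau (15 uM unlabeled plus 0.24 uM Alexa 594-labeled, final) in 100 mM sodium acetate pH 7 was mixed with compound and 20 uM heparin and incubated 6 hr at 37 C.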
Starred values were filed as active, the others as inactive; ? = inconclusive; . = no result given; & = joins results of further samples; [ ] = remark or other dose. Unless noted, calls come from the whole dose curve; as a rule, active = well fitted curve in the direction sought with a large enough effect; inconclusive = small, poorly fitted or top-dose-only effect, or another doubt; inactive = no such curve, though single readings can be large; an effect the other way counts as inactive or inconclusive.

Order of values – TexasRed fluor, TRb SRC2 PPI, CBFb-RUNX1 inh, NPSR antagonist, GLA spleen mod, Epigenetic reg, Tau fibril FP, Tau fluor counter
> Cc1ccc(NC2=C(Cl)C(=O)OC2OC(C)C)cc1 (stereo not given)
 : -2%, 2%, 7%, -6%, 8%, -0.2%, -2%, -6%
> O=C1c2ccccc2C(=O)C1(c1ccccc1)N1CCN(c2cccc(C(F)(F)F)c2)CC1
 : -2%, -5%, ., ., ., 2.1%, ?, -20%
> Oc1ccc2cc(Br)ccc2c1CN1CCCC1
 : -2%, 8%, -6%, -6%, 3%, -1.4%, 0%, ?
> COCCCn1c(SCC(=O)Nc2ccc(NC(=O)c3ccco3)c(OC)c2)nc2ccccc2c1=O
 : 2%, 4%, 4%, -18%[46.1 µM], 0%, 1.2%, 0%, -24%
> Cn1cc(/C=N/NC(=O)COc2ccccc2[N+](=O)[O-])c2ccccc21
 : -4%, 2%, -6%, 11%, 12%, 0.0%, 15%, ?
> S=C1NC2=C(CCCC2=C2SCCCS2)C(c2ccccc2)N1 (stereo not given)
 : 0%, -7%, -7%, -21%, -12%, 3.9%, 1%, -7%
> Nc1cc(N)nc(SCCOc2ccccc2F)n1
 : 1%, -6%, -4%, 16%, 7%, 0.0%, 9%, 8%
> CC1(C)NC(=O)N(CC(O)CN2C(=O)CCC2=O)C1=O (stereo not given)
 : 14%, 3%, 4%, 2%[46.1 µM], -10%, -1.0%, 2%, 5%
> O=c1[nH]c(Cc2ccc(F)cc2)nc2scc(-c3ccc(F)cc3)c12
 : 2%, 1%, 2%, -23%, 2%, 2.8%, -5%, 0%
> CCCn1c(N)c(N2CCCCC2)c(=O)n(CC(=O)Nc2ccc(OC(F)(F)F)cc2)c1=O
 : -1%, -4%, 2%, -8%[46.1 µM], -1%, 0.0%, -14%, -22%
> COc1cccc(NS(=O)(=O)c2c(C)n(C)c(=O)n(C)c2=O)c1
 : 4%, -18%, 26%, ?, -7%, 5.4%, -1%, 13%
> COc1ccc(/C=C/C(=O)Nc2cccc(F)c2)cc1
 : -24%, 1%, ., ., ., 0.0%, ?, ?
> C/C=C(/CC[C@@H](C)[C@H]1CCC2C3=CC[C@H]4[C@H](C)[C@@H](O)CC[C@]4(C)C3CC[C@@]21C)C(C)C (stereo not given in full)
 : ?, -5%, 5%, ., 26%, 1.4%, 1%, 1%
> CC1CCC/C=C/C(=O)c2c(O)cc(O)cc2CC(=O)O1 (stereo not given)
 : -1%, 5%, 0%, 5µM*, 14%, 0.0%, -5%, -5%
> O=C(NCc1ccc(Cl)cc1)NCC(F)(F)F
 : -1%, -6%, 8%, 20%, -15%, -1.8%, 7%, 4%
> O=C1NC(Cc2c[nH]c3ccccc23)C(=O)N1CCOc1ccccc1 (stereo not given)
 : 4%, -4%, 1%, -10%[46.1 µM], -1%, 0.0%, 13%, -11%
> O=C1C[C@H]2CCCCC(=O)N3CC[C@@H](C1)[C@@H]23
 : -34%[201 µM], 3%[201 µM], 15%[136 µM], ., -17%[181 µM], 5.6%[96.6 µM], 5%[126 µM], -3%[126 µM]
> CN(C)c1ncc(S(=O)(=O)c2ccc(Cl)cc2)c(-c2ccccc2)n1
 : -1%, -12%, 20%, ?, -24%, -1.2%, 6%, -18%
> CCc1ccc(-n2c(=S)sc3c(=O)n(-c4ccccc4OC)c(=S)[nH]c32)cc1
 : -7%, -6%, 1%, 17%, -6%, -1.1%, -3%, -13%
> O=C(Nc1ccccc1)c1cc2ccccc2o1
 : -3%, -6%, -1%, 0%[46.1 µM], 5%, 0.0%, 5%, -1%
> O=C(NCc1ccco1)C(=O)NCC1OCCCN1S(=O)(=O)c1ccc(F)cc1 (stereo not given)
 : 5%, 1%, 1%, 14%, 0%, 0.9%, -1%, -8%
> CCOc1cccc2c1Oc1nc(-c3ccccc3)nc(SCC(=O)Nc3ccc(F)cc3)c1C2
 : -1%, -1%, ., ., ., 0.9%, ?, -5%
> CCOC(=O)c1cccc(N2C(=O)C3C(C(=O)NC4CC4)C4(C)C=CC3(O4)C2C(=O)NC(C)(C)C)c1 (stereo not given)
 : 2%, 8%, 2%, 5%[46.1 µM], 4%, -9.8%, -5%, -3%
> CCCCC(=O)N/N=C(\C)CC(=O)Nc1cc(Cl)ccc1OC
 : -2%, -3%, 2%, -12%[46.1 µM], -2%, 0.0%, 4%, -5%
> Nc1nc(SCC(=O)NCC2CCCO2)[nH]c(=O)c1NC(=O)c1ccco1 (stereo not given)
 : 3%, 4%, 5%, -15%, 5%, -2.3%, -4%, 11%
> CC(NC(=O)NC12CC3CC(CC(C3)C1)C2)C1CCCO1 (stereo not given)
 : -2%, 1%, -1%, 3%[46.1 µM], 2%, 0.0%, 13%, 3%
> COC(=O)c1ccccc1NC(=O)CCC(=O)N1CCOc2ccccc21
 : -1%, 7%, ., ., ., 8.3%, 8%, 12%
> Cc1ccc(C(=O)NNC(=S)Nc2cccc(Cl)c2Cl)cc1[N+](=O)[O-]
 : -23%, 16%, ?, -5%[46.1 µM], 2%, 1.5%, 7%, ?
> COc1cc(NC(=O)c2cccc(C)c2)c(Cl)cc1[N+](=O)[O-]
 : -1%, -3%, -4%, 6%, -1%, -1.9%, ?, 1%
> O=S(=O)(NCCc1ccncc1)c1ccccc1
 : -6%, -20%, -1%, 8%, -3%, 0.0%, 8%, -1%

No new results follow: an excerpt of the list.
Order of values – TexasRed fluor, TRb SRC2 PPI, CBFb-RUNX1 inh, NPSR antagonist, GLA spleen mod, Epigenetic reg, Tau fibril FP, Tau fluor counter
> Cc1ccc(C(=O)NNC(=S)Nc2cccc(Cl)c2Cl)cc1[N+](=O)[O-]
 : -23%, 16%, ?, -5%[46.1 µM], 2%, 1.5%, 7%, ?
> COc1cc(NC(=O)c2cccc(C)c2)c(Cl)cc1[N+](=O)[O-]
 : -1%, -3%, -4%, 6%, -1%, -1.9%, ?, 1%
> O=S(=O)(NCCc1ccncc1)c1ccccc1
 : -6%, -20%, -1%, 8%, -3%, 0.0%, 8%, -1%

More entries
Order of values – TexasRed fluor, TRb SRC2 PPI, CBFb-RUNX1 inh, NPSR antagonist, GLA spleen mod, Epigenetic reg, Tau fibril FP, Tau fluor counter
> CC1CCCCC1NC(=O)c1ccc(S(=O)(=O)NNC(=O)c2ccncc2)cc1 (stereo not given)
 : -2%, 0%, 11%, 5%, 3%, -1.9%, -2%, 10%
> CCCc1cc(=O)[nH]c(SCc2csc(-c3ccccc3)n2)n1
 : -2%, 2%, -1%, -4%, -6%, -4.8%, 0%, -8%
> Cc1ccccc1C(=O)Nc1ccc(C(=O)NNC(=O)CCCOc2ccc(Cl)cc2Cl)cc1
 : -2%, -13%, -5%, 1%[46.1 µM], -22%, -1.5%, ?, -1%
> O=C(Cn1c(=O)oc2cc(S(=O)(=O)N3CCCCCC3)ccc21)NC1CCCCCCC1
 : 0%, -6%, 2%, -4%[46.1 µM], -3%, 4.5%, 1%, -1%
> Cc1cc(F)ccc1NC(=O)CCS(=O)(=O)c1cc2c3c(c1)CCN3C(=O)CC2
 : -2%, -6%, ., ., ., -3.4%, 2%, 2%
> COCc1cc(C)nc(SCC[N+](C)(C)CC(=O)c2ccc(Br)cc2)c1C#N
 : 6%, 5%, -14%, -31%, ?, -1.1%, 5%, -2%
> CC(=O)NCCCCCCNC(C)=O
 : 0%&-3%, 0%&4%, 7%&4%, -3%&14%, -7%&-4%, -6.7%&1.1%, -4%&0%, -6%&-2%
> COc1ccccc1-n1c(=S)[nH]c2c(sc(=S)n2-c2ccccc2)c1=O
 : -3%, 0%, 7%, 3%, 4%, 0.0%, -10%, -3%
> CC(=O)NC(=S)Nc1ccc(-c2nc3ccc(C)cc3s2)cc1
 : 1%, -4%, -1%, 10µM*, 10%, -1.2%, -10%, -14%
> CC1CCC(C(C)C)C(OCC(O)CNC(C)(C)C)C1 (stereo not given)
 : -6%, 5%, 2%, 15%, -4%, -0.1%, 5%, -5%
> CCCC[C@@H](C=O)NC(=O)[C@H](CC(C)C)NC(=O)OCc1ccccc1
 : -2%, 6%, 8%, ., -6%, 5.3%, 1%, -7%
> CCCN(C(=O)NCc1noc2ccc(C)cc12)c1ccc(Cl)c(Cl)c1
 : -1%, -1%, ., ., ., -3.3%, 7%, -17%
> Cc1ccc(NC(=O)/C=C\C(=O)N(c2ccc(C(C)C)cc2)C(C(=O)NCc2ccco2)c2ccc(Cl)cc2)cc1 (stereo not given)
 : -2%, -2%, ., ., ., 0.2%, -7%, -14%
> Cc1ccc(NC(=O)CSc2nnc(-c3ccc(S(=O)(=O)N4CCOCC4)cc3)n2C)cc1
 : -4%, -3%, 2%, -2%[46.1 µM], 6%, 2.7%, 0%, 4%
> CC1CCCN(c2nc3nonc3nc2Nc2ccccc2F)C1 (stereo not given)
 : -1%, 5%, -3%, 26%, 2%, 1.2%, 7%, -2%
> CC1(C)CC(NC(=O)c2ccccn2)CC(C)(C)N1O
 : -1%, -4%, 19%, 14%, 2%, 0.1%, 7%, 12%
> CC(C)c1onc(C(=O)N(C)C2CCCCC2)c1[N+](=O)[O-]
 : -4%, 4%, -2%, -11%, -3%, 2.4%, -2%, -24%
> O=C(c1ccc2c(c1)OCO2)N1CCC2(CC1)Oc1ccc(F)cc1C(=O)C21CC(c2cccnc2)=NO1 (stereo not given)
 : 1%, 3%, -3%, -18%, 9%, -0.4%, -1%, -10%
> O=c1c2ccccc2cnn1Cc1n[nH]c(=S)n1-c1ccccc1Cl
 : -1%, -8%, -10%, 5%, -1%, -1.9%, -4%, -7%
> CO/N=C(/C(=O)NC1C(=O)N2C(C(=O)O)=C(COC(N)=O)CSC12)c1ccco1 (stereo not given)
 : -1%, 6%, -3%, ., 4%, 0.0%, -15%, -15%
> CN(C)c1ccc(/C=C2\C(=N)N3C(=NC2=O)Sc2cc(S(C)(=O)=O)ccc23)cc1
 : 0%, -4%, 11%, -16%, -8%, ?, -2%, -13%

This is a subset; rates above refer to the full screens.
